VIM-2 inhibitor – blocks Pseudomonas aeruginosa VIM-2 metallo-beta-lactamase; 290,000 compounds, 0.89% hits; AID 1527; inhibition, % at 5.6 µM; purified VIM-2, nitrocefin hydrolysis, epi-absorbance fluorescence;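 active = inhibition above the mean of all tested compounds plus 3 SD, cutoff set per screening run, cut at about 7.5% in these data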;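 note: red hydrolysis product quenches plate fluorescence so inhibitors raise well fluorescence; 0% = enzyme with DMSO and 100% = DMSO without enzyme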
CRFBP-R2 block – CRF-BP/CRF-R2 complex antagonism. HEK293 CRF-R2/CRF-BP, CRF-induced calcium fluorescence. inhibition, % at 11.8 µM. 350,000 compounds, 0.59% hits;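 active = inhibition of the ligand-induced calcium signal above about 50% at the single tested concentration, limit read from the data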
IDE inh – inhibits human insulin-degrading enzyme in HEK cells. FAbetaB cleavage, fluorescence polarization. P14735. inhibition, % at 5.59 µM. 320,000 compounds, 0.41% hits;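 active = percent inhibition above the average of all tested compounds plus 3 SD, set per screening campaign, cut at about 16% in these data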;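 note: IDE supplied by intact live HEK cells; FP after avidin binding of uncleaved biotin substrate so inhibition keeps polarization high; 0% = DMSO wells and 100% = 60 µM reference IDE inhibitor Ii1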
HCV NS3 hel inh – blocks Hepatitis C virus NS3 helicase unwinding. 290,000 compounds, 0.56% hits. inhibition, % at 10.9 µM. NS3 helicase DNA unwinding, Cy5 molecular beacon fluorescence. AID 1800;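 active = inhibition above the mean of all tested compounds plus 3 SD, set per campaign, cut at about 35% in these data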;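 note: 0% = DMSO wells and 100% = thioflavine S control wells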
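assay system = NS3 helicase fragment of HCV | buffer or medium = MOPS pH 6.5, MgCl2, DTT, Tween20, BSA | timing = 60 min unwinding reaction at 25 °C after ATP addition | signal = Cy5 beacon fluorescence read at start and 1 h | read-out basis = % inhibition of unwinding | control set = low DMSO, high thioflavine S at 110 µM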
IDE act – boosts human insulin-degrading enzyme activity in HEK cells; P14735; 340,000 compounds, 0.073% hits; FAbeta-B cleavage, fluorescence polarization; 0% vehicle, 100% cell-free pure enzyme wells; activation, % at 5.96 µM;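 active = activation above the mean of all tested compounds plus 3 SD, set per screening campaign, cut at about 17% in these data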
GalR3 antagonist – blocks the human galanin receptor 3; O60755; HEK293 GalR3-CNG cAMP membrane potential fluorescence; galR3 body fused to GalR1 C-terminus; inhibition, % at 3 µM; 360,000 compounds, 0.44% hits; AID 651719;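 active = inhibition above the screen-wide average plus 3 SD, cut at about 13% in these data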;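 note: forskolin and galanin both at EC90 stimulate the cells; cAMP rise reported by CNG channel membrane potential dye signal; 0% = forskolin plus galanin with DMSO and 100% = forskolin alone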
Target sequence (O60755 1-299 limits assumed): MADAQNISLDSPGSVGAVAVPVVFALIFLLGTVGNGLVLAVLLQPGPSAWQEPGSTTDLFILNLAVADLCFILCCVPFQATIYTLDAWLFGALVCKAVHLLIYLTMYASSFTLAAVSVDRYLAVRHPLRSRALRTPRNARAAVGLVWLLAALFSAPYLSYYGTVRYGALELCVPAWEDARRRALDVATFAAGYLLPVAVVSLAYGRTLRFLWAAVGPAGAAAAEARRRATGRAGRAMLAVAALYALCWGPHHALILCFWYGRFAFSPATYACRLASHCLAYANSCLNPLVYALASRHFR
UBC9 SUMO inh – inhibitors of human SUMOylation (UBC9); P63279; HTRF SUMOylation assay, SAE1/SAE2 + UBC9, in vitro; inhibition, % at 35 µM; 290,000 compounds, 0.36% hits; in the data active = inhibition above about 50%, passing the limit was not always enough; note: strong numbers were not always called active
Target sequence (P63279 whole entry, looked up): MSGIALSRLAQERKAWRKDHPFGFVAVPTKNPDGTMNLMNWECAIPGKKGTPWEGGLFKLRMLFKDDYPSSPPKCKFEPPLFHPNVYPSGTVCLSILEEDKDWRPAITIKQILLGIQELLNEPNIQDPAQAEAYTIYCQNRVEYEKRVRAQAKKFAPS
p-CIP stab down – p/CIP protein destabilization. Q05BA5. F442A p/CIP-EGFP cells, EGFP fluorescence, 16 h. decrease of EGFP signal, % at 10 µM. 290,000 compounds, 0.01% hits;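 active = EGFP signal decrease of at least 30% at 10 µM or well 3 SD below plate mean, unless failing retest; inactive = the rest, including hits failing retest or dose response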; note: some compounds called inactive have numbers as strong as hits; many of its hits are not listed in these tables
IMP-1 inhibitor – inhibitors of Pseudomonas aeruginosa IMP-1 metallo-beta-lactamase; purified IMP-1, nitrocefin hydrolysis, epi-absorbance fluorescence; inhibition, % at 5.6 µM; 290,000 compounds, 0.45% hits; AID 1556;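 active = inhibition above the mean plus 3 SD of all compounds in the same screening run, cut at about 4.5% in these data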;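 note: 0% = IMP-1 with DMSO and 100% = DMSO wells lacking enzyme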
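system = purified recombinant IMP-1 beta-lactamase | amount = 0.2 nM IMP-1, as dispensed | medium = HEPES buffer pH 7.1 with ZnSO4 and Brij 35 | times = 25 °C, 15 min preincubation, 25 min reaction | detection = plate fluorescence quenching by hydrolysis product, ex 480/em 530 nm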
An asterisk follows results filed as active; nt = no result given.

SMILES	VIM-2 inhibitor	CRFBP-R2 block	IDE inh	HCV NS3 hel inh	IDE act	GalR3 antagonist	UBC9 SUMO inh	p-CIP stab down	IMP-1 inhibitor
O/N=C/c1nc2cc(Cl)ccc2o1	0.2	-1	1	5	6	6	19	-16	-0.1
COc1cccc(OC)c1C(=O)N1CCOCC1	-2.8	4	6	3	-4	-6	15	0	-3.8
CCOc1ccc(C(=O)Nc2ccc(N3CCN(C)CC3)cc2)cc1[N+](=O)[O-]	30*	3	7	7	0	-6	24	-13	-2.9
CCCN(CC(=O)Nc1ccccc1OC)Cc1c(O)ccc2ccccc12	-3.7	-7	1	-8	1	-8	-7	-8	-2.2
CCNC(=O)/C(C#N)=C/c1c(N2CCN(c3ccccc3)CC2)nc2ccccn2c1=O	0.8	7	nt	1	-2	-8	5	1	-3.0
COc1cc(Nc2cc(C)nc3ncnn23)cc(OC)c1	4.7	-22	1	12	-1	nt	-2	13	-3.2
Cc1ccc(NC(=O)c2cc(N3C(=O)CCC3=O)ccc2N2CCCCC2)cc1	-3.6	-14	-4	1	4	-2	21	-11	-2.4
CCCCCCCOC(=O)c1nc(Cl)c(Cl)c(N)c1Cl	-0.8	-7	-3	-9	8	-4	-19	4	-3.8
O=C(Nc1ccc(O)cc1)/C(=C/c1ccco1)NC(=O)c1ccccc1	-3.0	8	-2	11	1	-5	23	-5	-0.2
Cc1cc(C)n(-c2ccc(Cl)c(C(=O)O)c2)n1	-0.8	24	2	-3	6	-6	6	-2	-1.5
CC(=O)CC(c1ccccc1)S(=O)(=O)c1ccc([N+](=O)[O-])cc1 (stereo unspecified)	-0.1	-2	-7	11	-3	-9	-4	4	-0.9
O=C(NC(=O)c1cnccc1C(F)(F)F)Nc1ccccc1	-2.7	-24	4	7	-1	2	9	-9	-2.3
CCOC(=O)C1CCN(C(=O)Nc2cc(Cl)cc(Cl)c2)CC1	-0.6	7	13	-9	5	-3	-23	1	-1.7
CC1CC(C)CN(c2nc3c(c(=O)[nH]c(=O)n3C)n2CCCSc2nc3ccccc3s2)C1 (stereo unspecified)	-1.1	-32	nt	-8	0	0	nt	nt	-0.1
CCOc1ccc(CN2CCN(Cc3cccn3-c3ncccn3)CC2CCO)cc1 (stereo unspecified)	-1.2	-19	0	-7	-1	-7	1	14	-0.1
O=C(C1CCC(C(=O)N2CCCCC2)CC1)N1CCCCC1 (stereo unspecified)	-0.1	-2	-2	-1	1	2	-6	1	-5.1
N#Cc1nc(-c2ccc(F)cc2)oc1NCc1cccc2c1OCO2	0.3	8	3	-22	-1	-4	-12	-5	-1.1
O=C(Nc1ccccc1)c1cccc(N2CCCC2=O)c1	-6.2	26	-2	1	1	0	-7	0	-2.5
CCCCc1ccc(-c2ccc(Br)cc2O)nc1	-4.2	-6	2	-1	-1	-5	21	1	2.0
COCCNC(=O)CSC1=N/C(=C/c2ccc(Cl)c(Cl)c2)C(=O)N1c1ccccc1F	-2.9	-58	3	0	2	-5	-10	0	-3.9

Nine entries already listed, sorted by count of non-hydrogen atoms, lowest first.
SMILES	VIM-2 inhibitor	CRFBP-R2 block	IDE inh	HCV NS3 hel inh	IDE act	GalR3 antagonist	UBC9 SUMO inh	p-CIP stab down	IMP-1 inhibitor
Cc1cc(C)n(-c2ccc(Cl)c(C(=O)O)c2)n1	-0.8	24	2	-3	6	-6	6	-2	-1.5
CCCCc1ccc(-c2ccc(Br)cc2O)nc1	-4.2	-6	2	-1	-1	-5	21	1	2.0
O=C(Nc1ccccc1)c1cccc(N2CCCC2=O)c1	-6.2	26	-2	1	1	0	-7	0	-2.5
O=C(NC(=O)c1cnccc1C(F)(F)F)Nc1ccccc1	-2.7	-24	4	7	-1	2	9	-9	-2.3
CC(=O)CC(c1ccccc1)S(=O)(=O)c1ccc([N+](=O)[O-])cc1 (stereo unspecified)	-0.1	-2	-7	11	-3	-9	-4	4	-0.9
N#Cc1nc(-c2ccc(F)cc2)oc1NCc1cccc2c1OCO2	0.3	8	3	-22	-1	-4	-12	-5	-1.1
O=C(Nc1ccc(O)cc1)/C(=C/c1ccco1)NC(=O)c1ccccc1	-3.0	8	-2	11	1	-5	23	-5	-0.2
CCOc1ccc(CN2CCN(Cc3cccn3-c3ncccn3)CC2CCO)cc1 (stereo unspecified)	-1.2	-19	0	-7	-1	-7	1	14	-0.1
CC1CC(C)CN(c2nc3c(c(=O)[nH]c(=O)n3C)n2CCCSc2nc3ccccc3s2)C1 (stereo unspecified)	-1.1	-32	nt	-8	0	0	nt	nt	-0.1

The results go on:
SMILES	VIM-2 inhibitor	CRFBP-R2 block	IDE inh	HCV NS3 hel inh	IDE act	GalR3 antagonist	UBC9 SUMO inh	p-CIP stab down	IMP-1 inhibitor
Cc1ccc(S(=O)(=O)CCC(=O)NCc2ccc(Cl)cc2)cc1	-1.0	-8	2	-1	6	-3	2	-2	-2.9
CCCC(=O)n1nc(-c2cccnc2)nc1NCc1cccs1	-2.8	-20	nt	-7	0	0	25	-3	-2.4
Cc1c(NS(=O)(=O)c2ccc(N)cc2)c(=O)n(-c2ccccc2)n1C	-1.8	12	-3	-4	-1	-7	4	4	-1.9
O=C(O)c1cn(-c2ccc(F)cc2)c2cc(Cl)c(F)cc2c1=O	-2.3	-11	3	-4	8	-9	3	2	-3.6
COc1ccc(CCCC(=O)Nc2ccccc2F)cc1	-0.9	16	-3	6	-1	0	-16	-6	0.1
O=C(Cn1nnc2ccccc21)c1cccc([N+](=O)[O-])c1	-2.9	2	6	12	-2	0	-7	-2	-1.0
Cc1cc(C)c(C(=O)Nc2ccc(Br)c(C(F)(F)F)c2)c(C)c1	-2.7	-6	7	-8	8	-16	-16	-11	-2.8
COc1nc(-c2ccccc2)c2cc(C)ccc2n1	-0.1	4	2	-2	3	-4	10	2	-2.8
COc1ccccc1C(=O)OC1CCCN(C)C1 (stereo unspecified)	-0.4	-14	4	4	3	-11	1	0	-3.9
N#CC(C(=O)OC1CCCCC1)c1nc2ccccc2nc1N1CCOCC1 (stereo unspecified)	-0.1	-58	7	-3	4	-4	7	6	-1.8
O=C(c1ccco1)N1CCN(C(=O)C2CC(c3ccc(Cl)cc3)=NO2)CC1 (stereo unspecified)	-2.8	18	8	11	0	-6	18	-1	-4.0
COc1ccc2c(c1)[C@H]1[C@H](CO2)[C@H](c2ccccc2)[C@]2(C)C(=O)Nc3ccc(C)cc3C(=O)N12	nt	5	-1	nt	6	5	nt	nt	nt
c1ccc(Cn2c(Nn3cnnc3)nc3ccccc32)cc1	-2.8	11	0	6	2	1	-12	-9	-4.3
Cc1cc(OCC(=O)NNC(=S)NCC2CCCO2)cc(C)c1Cl (stereo unspecified)	-1.8	0	2	-2	2	-1	-14	-6	-1.8
Cc1ccccc1NC(=O)c1cccc(C(=O)Nc2ccccc2C)n1	-2.2	-4	5	3	4	-7	16	-4	-3.2
CCOC(=O)c1c(C)c2c(n1C)CCC/C2=N\O	0.8	11	-1	-8	5	66*	12	12	-3.1
Cc1cccnc1NC1CCCCC1	-3.0	-12	-4	2	7	-5	-4	6	-1.3
Cn1c(=O)n(C)c2cc(S(=O)(=O)N3CCOCC3)ccc21	-2.9	-8	-1	-6	2	0	1	4	-1.2
Cc1ccc(C)c(/C=C2\CCn3c2nc2cc(C(=O)O)ccc2c3=O)c1	1.8	13	-3	22	2	-3	23	-4	-1.0
CCN1CCCC1CN(Cc1cc2cc(C)ccc2[nH]c1=O)C(=O)Nc1ccccc1OC (stereo unspecified)	-1.6	13	5	-14	2	-3	15	-20	-2.1
NC(=O)c1ccccc1NS(=O)(=O)c1ccc(F)cc1	0.2	12	0	4	-3	2	19	-12	-2.8
COc1ccc(-c2noc(CN(C(=O)c3ccc(OC(C)=O)cc3)C(C)C)n2)cc1OC	-0.5	-4	-2	-4	-1	5	10	-9	0.6
Nc1nc(Nc2ccccc2)n[nH]1	-2.1	8	1	0	3	-7	11	-2	-2.8
CCOc1ccccc1CN1CCNC(=O)C1CC(=O)N(C)CCc1ccccn1 (stereo unspecified)	0.2	-8	0	0	5	3	-7	15	-2.0
Cc1cccc(NC(=O)C2CCN(S(=O)(=O)c3cccc4cccnc34)CC2)c1	nt	-7	1	nt	-2	-1	14	0	nt
C=CCN(CC=C)CC(O)CN(c1cc([N+](=O)[O-])ccc1OC)S(=O)(=O)c1ccccc1 (stereo unspecified)	-3.5	-5	0	-18	3	-4	-3	2	-3.4
CCOc1ccc(NC(=S)N(CCN2CCOCC2)Cc2cc3cc4c(cc3[nH]c2=O)OCCO4)cc1	-1.1	-1	3	-5	-7	-4	22	-7	-3.6
CCCCN(C(=O)/C=C/c1ccco1)c1c(N)n(CC(C)C)c(=O)[nH]c1=O	-2.8	23	-8	3	0	-7	10	7	-1.9
Cc1cccc(N2C(=O)c3ccc(C(=O)Nc4ccccn4)cc3C2=O)c1	3.3	-3	-3	15	5	-6	8	6	-0.3
CC(=O)N1CCc2cc(Br)cc(S(=O)(=O)NCCN3CCCCC3C)c21 (stereo unspecified)	-1.8	7	2	2	-2	-4	25	0	-4.8
O=C(COC(=O)/C=C/c1ccc(S(=O)(=O)N2CCOCC2)cc1)NCc1ccc(Cl)cc1	-2.2	5	1	-11	-2	-2	7	15	-1.9
Cc1noc(C)c1S(=O)(=O)N1CCCC(C(=O)Nc2cccnc2)C1 (stereo unspecified)	-2.9	-2	3	-12	0	-1	-6	2	-2.8
O=C(O/N=C1\CCCc2ccccc21)C1CC1	-0.9	6	3	15	1	1	0	-2	-3.6
O=[N+]([O-])c1cc2c(cc1/C=N/n1cnnc1)OCO2	-1.6	-6	3	-2	3	-2	7	-10	-3.5
COc1ccc(C(=O)N/C(=C\c2cc(OC)c(OC)cc2[N+](=O)[O-])C(=O)NCCO)cc1	-2.5	9	0	-4	5	4	9	22	-2.2
CC(C)(C)c1ccc(-c2nnc3sc(-c4ccncc4)nn23)cc1	-1.3	-2	-4	6	1	-4	12	-11	1.8
CC(NC(=O)COC(=O)C1CCC1)c1ccccc1 (stereo unspecified)	nt	-12	-6	nt	1	1	nt	nt	nt
CC(=O)OCC(=O)[C@H]1CC[C@H]2[C@@H]3CCC4=CC(=O)CC[C@]4(C)[C@H]3CC[C@]12C	-2.8	-10	5	6	-7	nt	18	2	-3.1
O=C(Nc1ccccc1C(F)(F)F)c1cc(S(=O)(=O)N2CCOCC2)ccc1F	-4.8	-12	7	1	3	-4	-7	-9	-1.9

Source: PubChem
